# Screens deposited in PubChem by several laboratories.
# HDAC3 inhib – inhibitors of human histone deacetylase 3. O15379. recombinant HDAC3, fluorogenic peptide/trypsin coupled, fluorescence. 320,000 compounds, 0.15% hits. inhibition, % at 8.3 µM. AID 2718; in the data active means inhibition above about 26%, passing the limit was not always enough; inconclusive means no clear call, values can overlap the other calls
# Target sequence (O15379 whole entry, looked up): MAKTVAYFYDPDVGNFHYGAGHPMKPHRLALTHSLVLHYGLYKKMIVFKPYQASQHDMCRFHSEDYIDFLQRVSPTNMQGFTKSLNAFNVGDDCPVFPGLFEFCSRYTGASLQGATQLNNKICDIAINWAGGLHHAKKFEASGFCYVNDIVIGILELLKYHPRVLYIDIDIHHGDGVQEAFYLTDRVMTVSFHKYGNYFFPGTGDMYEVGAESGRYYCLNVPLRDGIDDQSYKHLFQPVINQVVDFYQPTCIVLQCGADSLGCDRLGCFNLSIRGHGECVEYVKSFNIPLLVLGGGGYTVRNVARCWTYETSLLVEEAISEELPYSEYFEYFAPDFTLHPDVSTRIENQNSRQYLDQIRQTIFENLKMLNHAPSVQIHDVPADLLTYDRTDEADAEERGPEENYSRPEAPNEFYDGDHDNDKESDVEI
# IEC-6 tox – kills IEC-6 intestinal cells in KLF5 counter-screen. inhibition, % at 5 µM. IEC-6 cytotoxicity, luminescence viability. 290,000 compounds, 0.78% hits; in the data active means inhibition above about 22%;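 further: 0% = plate median of test compound wells and 100% = cytotoxic reference compound wells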
# HSP90 refold inh – inhibitors of HSP90 luciferase refolding in rabbit reticulocyte lysate; luciferase refolding luminescence, 3 h; inhibition, % at 5.6 µM; 290,000 compounds, 0.91% hits; AID 1789;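 active means inhibition above the screen-wide mean plus 3 SD, computed separately per campaign, cut at about 16% in these data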;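 further: 0% = DMSO wells and 100% = 60 µM geldanamycin wells; inhibitors lower the luminescence because luciferase stays unfolded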
# HIF activator – HIF pathway transcriptional activation. AID 1910. U2OS HRE-luciferase reporter, luminescence; normalized: DMSO 0%, desferrioxamine 100%. activation, % at 7.5 µM (by protocol). 300,000 compounds, 0.32% hits;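 active means mean activation of at least 10% of the iron chelator positive control signal, with at least half of replicates also reaching 10%; inconclusive means mean and replicate majority disagree about reaching 10%; inactive means mean and most replicates under 10%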
# HSF1 inh – HSF1 inhibition | NIH3T3-HGL HSE-luciferase, MG132-induced, luminescence 8 h; active compounds read low | activity change, negative = inhibition, % at 7.5 µM (by protocol) | 300,000 compounds, 0.77% hits | AID 2098;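 active means more than half of replicate wells show activity change below -50%, luminescence cut by over half; inconclusive means some wells, but at most half, below -50%; inactive means no replicate well below -50%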;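 further: luciferase reports HSF-1 transcriptional activity via heat shock element; 0% = median of DMSO wells and -100% = zero luminescence signal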
# aSyn 5UTR inh – 5' untranslated region of α-synuclein, MLPCN primary screen | 300,000 compounds, 0.82% hits | AID 1813 | inhibition, % (tested at 7.5 µM) | alpha-synuclein 5'UTR reporter, inhibitor activity; in the data active means inhibition above about 60%; inconclusive means no clear call, values can overlap the other calls;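 further: H4 neuroglioblastoma cells stably carrying SNCA 5'UTR luciferase fusion; 0% = DMSO wells and 100% = positive control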
# Platelet DG rel – platelet dense granule release activity; 300,000 compounds, 0.22% hits; human platelet-rich plasma, SFLLRN dense granule ATP release, luminescence; inhibition, %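 (compounds screened at 7.5 µM in platelet-rich plasma)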;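 active means mean replicate score, as percent of positive control, at or above 50; inconclusive means mean below 50 but at least one replicate at or above 50; inactive means mean and every replicate below 50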
# AI-2 QS mod – modulators of Vibrio harveyi AI-2 quorum sensing system. Vibrio harveyi JMH597 AI-2 luminescence/OD600 ratio, 9 h; active compounds read low; strain lacks LuxN and CqsS sensors; 0 = neutral-control median. activity change, % at 7.5 µM. 300,000 compounds, 0.4% hits. AID 2094; in the data active means activity change below about -75%, passing the limit was not always enough; inconclusive means no clear call, values can overlap the other calls;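 further: luminescence divided by OD600 gain over 9 h not by final OD600 alone; inactives centre near 13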
# KLF5 inh – kruppel-like factor 5 inhibition. inhibition, % at 5 µM. 290,000 compounds, 0.23% hits. DLD-1 KLF5 promoter-luciferase reporter, luminescence;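 active means inhibition above a per-plate limit of that plate's mean compound inhibition plus 3 SD, cut at about 60% in these data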;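 further: 0% = DMSO wells and 100% = LY294002 at 200 µM; higher means less KLF5 promoter-driven luciferase light; inactives centre near -14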
# HSF-1 act – increases HSF-1 driven luciferase reporter signal. NIH3T3-HGL HSF-1 luciferase reporter, MG132, 8 h; 100% = twice DMSO control signal. activation, % at 9 µM. 300,000 compounds, 1.7% hits;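 active means mean replicate activation of at least 50% with a set share of replicates each reaching 50%; inconclusive means only one of those two conditions met; inactive means mean below 50% and too few replicates reaching it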;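 further: 0% = median of the neutral control wells and 100% = twice that signal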
# Active calls of the source: *; ? = inconclusive; · = not tested or not shown.
SMILES,HDAC3 inhib,IEC-6 tox,HSP90 refold inh,HIF activator,HSF1 inh,aSyn 5UTR inh,Platelet DG rel,AI-2 QS mod,KLF5 inh,HSF-1 act
Cc1cc(C)n2nc3nc(N4CCCCC4)nc(-c4ccco4)c3c2n1,0,·,·,-0.3,5,-11,-7,17,·,23
COc1ccc(-n2nc(C(=O)NCC(=O)NCCc3ccc(OC)c(OC)c3)c3ccccc3c2=O)cc1Cl,5,-3,-1,0.0,-3,12,-7,13,-1,12
CCc1c(C)nc(SCC(=O)Nc2ccc(Br)cc2)[nH]c1=O,13,-6,1,-0.1,3,-29,-23,106,-39,3
CCc1ccc(N/C(=N/c2nc(C)cc(C)n2)NC(C)=O)cc1,·,4,4,1.7,7,-17,-11,-8,-17,11
CC(=O)Nc1ccc(S(=O)(=O)NCCS(=O)(=O)N2CCN(c3ccccc3F)CC2)cc1,-1,-3,-1,-0.1,0,-1,1,23,-47,3
O=C(CC1SC(=NCCc2ccccc2)N(/N=C/c2cccs2)C1=O)Nc1ccc(Cl)cc1 (centres undefined),-6,1,-6,1.3,36,-5,5,8,-23,69*
Cc1ccc(NC(=O)c2ccc(CSc3nnc(-c4ccncc4)n3C)cc2)c(C)c1,-3,1,-7,-0.1,9,-18,40,2,-14,-6
CCCn1c(=O)c(Cc2ccccc2)c(O)c2ccccc21,4,3,1,0.0,-3,0,2,8,-11,18
COc1ccc(/C(C)=N/NC(=O)CNC(=O)/C=C/c2ccccc2OC)cc1,5,8,-3,-8.0,-6,16,7,10,-9,-5
CCS(=O)(=O)NC(C)C(c1cccs1)N1CCN(c2ccc(OC)cc2)CC1 (centres undefined),3,-6,0,0.0,-1,7,0,26,-21,2
COc1ccc(N2CCN(C(=O)CCCSc3nc4ccccc4[nH]3)CC2)cc1,-13,0,-4,0.7,4,15,-5,14,-25,1
O=C(CCn1c(=O)oc2ccccc21)NCCCN1CCCC1=O,·,-3,-3,0.1,-4,9,-2,10,-11,5
CN1CCN(c2nc3ccccc3nc2C(C#N)C(=O)OC2CCCCC2)CC1 (centres undefined),6,0,1,-1.4,-1,14,-2,-8,2,-1
CCOC(=O)C1CCN(S(=O)(=O)c2ccc(NC(=O)c3ccco3)cc2)CC1,?,-2,-3,-0.2,1,-6,14,10,5,5
Cc1cnc(C(=O)OCC(=O)Nc2ccc(Cl)cc2)cn1,3,-6,-1,-0.3,2,17,-1,24,-11,-4
Cc1ccc(S(=O)(=O)NCCC(=O)Nc2nnc(C3CC3)s2)cc1C,3,0,4,-18,10,-12,-21,0,-16,7
CCCCc1nc(C(N)=O)c2[nH]c(=O)n(-c3ccc(OC)cc3OC)c2n1,5,5,-2,0.0,-3,-10,-4,29,-18,25
CN(C1CCCCC1)S(=O)(=O)c1ccc2c(c1)c(=O)c(C(=O)NCCCN1CCCC1)cn2C,7,2,-3,-0.1,0,-8,2,22,-10,1
CCn1c(SCc2ccccc2)nc2c(c1=O)SCC2,0,7,-3,-0.6,-4,39,12,4,-7,-8
Cc1ccc(/C=C/c2nnc(-c3ccccc3)o2)cc1,4,0,-1,1.6,19,-109,-4,-4,-54,55*

# Grouped by structure: those above with a thiophene ring, fused or not
SMILES,HDAC3 inhib,IEC-6 tox,HSP90 refold inh,HIF activator,HSF1 inh,aSyn 5UTR inh,Platelet DG rel,AI-2 QS mod,KLF5 inh,HSF-1 act
O=C(CC1SC(=NCCc2ccccc2)N(/N=C/c2cccs2)C1=O)Nc1ccc(Cl)cc1 (centres undefined),-6,1,-6,1.3,36,-5,5,8,-23,69*
CCS(=O)(=O)NC(C)C(c1cccs1)N1CCN(c2ccc(OC)cc2)CC1 (centres undefined),3,-6,0,0.0,-1,7,0,26,-21,2

# Continued.
SMILES,HDAC3 inhib,IEC-6 tox,HSP90 refold inh,HIF activator,HSF1 inh,aSyn 5UTR inh,Platelet DG rel,AI-2 QS mod,KLF5 inh,HSF-1 act
Cn1c(-c2ccccc2)cnc1SCC(N)=O,-5,-2,-1,0.1,3,-11,1,6,18,6
CN1CCC(N(C)S(=O)(=O)c2ccc(NC(=O)COc3cccc(Cl)c3)cc2)CC1,2,·,·,-0.9,-2,-8,1,2,·,0
CCCCN(CC)C(=O)/C=C/c1cccc([N+](=O)[O-])c1,-1,3,-2,-1.2,-14,22,-1,11,-47,-38
O=C(N/N=C/c1cc(Cl)ccc1O)c1cccnc1,1,60*,-10,2.8,-22,-10,-6,-40,79*,-21
Cc1ccc(C(=O)CNc2cccc([N+](=O)[O-])c2)cc1,1,0,-3,0.1,25,-16,4,1,-43,49
CCC(C)NC(=O)c1ccc(NC(=O)C2CCCO2)cc1 (centres undefined),1,-3,2,-0.4,8,-15,-1,7,-2,44
COCCN(C(=O)CSCc1ccccc1)c1c(N)n(Cc2ccccc2)c(=O)[nH]c1=O,-2,-4,-5,0.1,-3,4,-2,31,-12,2
Cc1cccc(N(CC(=O)NC2CCCC2)C(=O)c2cc3cc4cccc(C)c4nc3s2)c1C,7,2,0,-0.2,-1,16,8,21,-22,-23
Cc1nc2ccc(F)cc2cc1C(=O)Nc1ccc(Cl)c(Cl)c1,-1,5,-1,0.1,-5,-16,-8,7,-12,11
COc1ccc(/C=N/N2CCN(C)CC2)c(OC)c1OC,?,3,3,0.0,13,11,1,41,-19,36
Cc1cccc(NC(=O)CSc2nnc(CNC(=O)c3ccco3)n2C)c1,0,7,1,0.3,-2,2,-3,17,15,3
O=C(NN1C(=O)c2ccccc2C1=O)c1ccncc1,1,3,-3,-0.4,-4,4,-7,9,-6,-19
COC(=O)CCC(=O)Nc1nc(-c2ccccc2)cs1,17,-4,-1,1.1,2,-65,-4,13,-29,10
CCOC(=O)C1C(=O)C=C(c2ccc([N+](=O)[O-])cc2)CC1c1ccccc1 (centres undefined),5,-2,-1,-1.0,8,0,0,17,-17,16
CCc1nc2ccccc2c(C(=O)Nc2ccc(F)cc2)c1C,-2,4,-1,0.8,-2,-8,5,13,-20,5
O=[N+]([O-])c1ccc(/C=N/n2c(-c3ccccc3)n[nH]c2=S)cc1,2,0,8,0.5,-3,11,-2,4,-29,6
CS(=O)(=O)N(CC(=O)N1CCCC1)c1ccc2c(c1)OCCO2,1,1,4,0.1,-2,-21,19,9,-9,7
CCCCN1C(=O)c2ccc(C(=O)NC3=NCCS3)cc2C1=O,-1,5,-3,0.2,5,-4,14,13,-24,-11
O=C(CCC1CCCC1)NCCS(=O)(=O)N1CCN(c2ccc(F)cc2)CC1,-1,·,·,-24,0,14,-5,19,·,11
Cc1ccc(NC(=O)CCc2ccc(S(=O)(=O)N3CCOCC3)cc2)c(C)c1,4,1,0,-0.2,5,4,6,6,-39,2
C(=Nc1ccc(N2CCOCC2)cc1)c1c[nH]c2ccccc12,0,0,3,0.5,-23,-37,3,12,-14,-22
Cc1cccc(-n2nnc(C(=O)NCc3ccccn3)c2N)c1,-4,-2,0,-0.4,-1,-17,3,14,-19,-13
COC(=O)c1cn(NC(=O)CCC2CCCC2)c(=O)c2ccccc12,1,5,2,0.4,-77*,11,0,14,-4,-81
COc1cccc(NC(=O)C(OC(=O)c2ccccc2NS(=O)(=O)c2cccs2)c2ccccc2)c1 (centres undefined),5,3,3,0.3,1,2,-5,17,-27,-6
O=C(NNc1ccccn1)c1ccccc1CC[N+](=O)[O-],1,-4,-4,1.1,4,-34,-4,16,-42,9
COc1ccc(Cl)cc1C(=O)Nc1ccc2c(c1)OCCO2,3,0,-1,4.7,31,-104,1,13,-79,42
CC(C)CC(NS(=O)(=O)c1ccc2c(c1)oc(=O)n2C)C(=O)N1CC=C(c2ccccc2)CC1 (centres undefined),5,2,0,·,·,·,·,·,0,·
CCOC(=O)/C(C#N)=C1/C=C(C)c2ccccc2N1,-19,-1,2,1.3,3,-9,-4,-2,-19,8
O=C(c1nn2c(C(F)(F)F)cc(-c3ccccc3)nc2c1Cl)N1CCN2CCCC2C1 (centres undefined),·,5,3,0.1,-3,13,-5,15,-2,14
N#CC(c1cccc(Cl)c1)c1ccc2c(C(F)(F)F)cc(C(F)(F)F)nc2n1 (centres undefined),·,1,-1,-0.2,-7,97*,15,28,9,-10

# Part of the list above, with values under each structure:
# The line under a structure holds: HDAC3 inhib, IEC-6 tox, HSP90 refold inh, HIF activator, HSF1 inh, aSyn 5UTR inh, Platelet DG rel, AI-2 QS mod, KLF5 inh, HSF-1 act
- COc1cccc(NC(=O)C(OC(=O)c2ccccc2NS(=O)(=O)c2cccs2)c2ccccc2)c1 (centres undefined)
  5, 3, 3, 0.3, 1, 2, -5, 17, -27, -6
- CCOC(=O)/C(C#N)=C1/C=C(C)c2ccccc2N1
  -19, -1, 2, 1.3, 3, -9, -4, -2, -19, 8
- Cc1cccc(-n2nnc(C(=O)NCc3ccccn3)c2N)c1
  -4, -2, 0, -0.4, -1, -17, 3, 14, -19, -13
- CC(C)CC(NS(=O)(=O)c1ccc2c(c1)oc(=O)n2C)C(=O)N1CC=C(c2ccccc2)CC1 (centres undefined)
  5, 2, 0, ·, ·, ·, ·, ·, 0, ·
- O=C(c1nn2c(C(F)(F)F)cc(-c3ccccc3)nc2c1Cl)N1CCN2CCCC2C1 (centres undefined)
  ·, 5, 3, 0.1, -3, 13, -5, 15, -2, 14
- N#CC(c1cccc(Cl)c1)c1ccc2c(C(F)(F)F)cc(C(F)(F)F)nc2n1 (centres undefined)
  ·, 1, -1, -0.2, -7, 97*, 15, 28, 9, -10

# Remaining list, next part
SMILES,HDAC3 inhib,IEC-6 tox,HSP90 refold inh,HIF activator,HSF1 inh,aSyn 5UTR inh,Platelet DG rel,AI-2 QS mod,KLF5 inh,HSF-1 act
O=C(/C=C/c1ccccc1O)c1ccc(Cl)cc1,6,2,3,6.3,54,-189,6,-56,-25,?
CCN(CC)CCCNC(=O)c1ccccc1C,3,0,-3,0.1,-10,-5,9,12,-29,1
CN(C)C(=O)c1ccc(NC(=O)COC(=O)c2cc(S(=O)(=O)N(C)C)ccc2N2CCCC2)cc1,3,·,·,-0.3,-5,10,11,11,·,1
CCOC(=O)Cc1csc(NC(=O)CSc2ncnc3c2cnn3-c2ccccc2Cl)n1,·,0,0,0.0,16,-15,0,16,-7,9
O=C1c2ccccc2C2(c3cc(C(F)(F)F)cc(C(F)(F)F)c3)NCCN12 (centres undefined),8,-2,-3,2.8,5,15,7,20,-11,5
CCCN1CCN(CCCNC(=O)Cn2nc(-c3ccccc3)ccc2=O)CC1,-1,1,-3,·,0,-34,-14,12,-20,19
O=C(COC(=O)Cn1cnc2ccccc21)NCCc1ccccc1,-3,-2,-3,-1.8,2,3,-5,-3,4,-6
C=CCn1c(SCC(=O)Nc2ccccc2C)nc2sc(C)c(C)c2c1=O,-4,2,1,-1.7,1,30,-1,33,-16,15
CCN(CC)c1ccc(NC(=O)CN2CCN(CC(=O)Nc3ccc(F)cc3)CC2)cc1,1,2,6,·,·,·,·,·,3,·
